High-throughput results as filed in PubChem BioAssay.
Nrf2 ARE act = qHTS of Nrf2 Activators | AREc32 ARE-luciferase reporter (MCF7-derived line), luminescence, 24 h | Potency, µM (series often up to 46.1 µM), without a hit: at the highest dose activation, actives largely listed as activators | 410,000 tested, 0.31% active | AID 624171, 2012; also: potency is read from the fitted curve at half-maximal effect; % of control where 0% means no effect; nearly all actives have a fitted effect of over 65% in size
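AREc32_Fluc, 1000 cells/well, OPTI-MEM + 5% FBS, o/n 37 deg C 5% CO2; 23 nL cpd by pin tool, 24 hr; Steady-Glo 30 min RT, luminescence.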
A549 viability = Nrf2 qHTS screen for inhibitors: counterscreen for cytotoxicity | AID 504648, 2011 | 390,000 tested, 0.16% active | A549 ARE-Fluc cells, CellTiter-Fluor viability, 18-24 h | Potency, µM (top dose mostly 46 µM), for inactives: at the top dose activity change, negative = cytotoxicity, most hits filed as inhibitors; also: potency is read from the fitted curve at half-maximal effect; % is scaled to controls: 0 for no effect and ±100 for the full control effect
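A549 ARE_Fluc cells in 5% FBS OPTI-MEM were exposed to compounds in concentration-response for 18-24 h at 37 deg C. Viability was read by CellTiter-Fluor fluorescence (Ex 405/Em 525) after 30 min, before the luciferase read.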
CCT modulator = High-Throughput Screening for Modulators of Cytosolic Chaperonin Activity. purified chaperonin ATPase assay, HTRF ADP detection, 30 min. activity change, % (test concentration not listed), hits read low. 360,000 tested, 0.3% active. AID 651819, 2012; in the data active = activity change below about -30%; also: % is scaled to controls: 0 for no effect and ±100 for the full control effect
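Nucleotide hydrolysis assay: TRiC at 20–40 nM final (set by batch activity) with 10 uM ATP, 30 min at 37 °C, in presence of 76 uM compound. Detection by competitive ADP HTRF, 30 min ambient.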
S2 tox = Viability Counterscreen for Primary qHTS for Inhibitors of ATXN expression | 400,000 tested, 0.49% active | Potency, µM (series often up to 56.7 µM), hits mostly cytotoxic | S2 cells (HEK-293 line with an ATXN2-luciferase reporter) viability, CellTiter-Fluor protease fluorescence, 24 h; also: potency is read from the fitted curve at half-maximal effect; nearly all actives have a fitted effect of over 40% in size
HepG2 viability = qHTS for Inhibitors of TGF-b: Cytotox Counterscreen; HepG2 CAGA-GFP viability, ATP luminescence, 18 h; Potency, µM (titrated, usually from 46.1 µM), for the others: at the highest dose activity change, negative = cytotoxicity, usual class: cytotoxic; 410,000 tested, 0.76% active; AID 588856, 2011; also: potency is read from the fitted curve at half-maximal effect; some results filed as inactive show a strong effect at the top dose
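HepG2 CAGA-GFP cells (1000/well, DMEM with 1% FBS) received compound, then TGF-beta at 500 pg/mL final, and were incubated 18 hours at 37 degrees C. Viability was read by CellTiter-Glo luminescence. Media-only wells were set as complete cell-killing and DMSO as no toxicity.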
pAkt inh = HTS Assay for Inhibitors of Akt Phophorylation: Primary Screen; Neuro2A IGF-stimulated pAkt S473 HTRF, 20 min; stronger effect = lower value; 360,000 tested, 0.32% active; activity change, % for hits at 50 µM; AID 651550, 2012; in the data active = activity change below about -80%; inconclusive = mostly about -51% to -80%; also: % is scaled to controls: 0 for no effect and ±100 for the full control effect
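Single-point screen (50 µM final compound) in Neuro2A cells stimulated 20 min with 6 nM IGF at 37 deg C. After lysis, Ser473-phosphorylated Akt read by HTRF (ex 330 nm, em 615/665 nm) as the 665/615 ratio.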
TGFb SMAD3 inh = qHTS for Inhibitors of TGF-b; Potency, µM (top dose mostly 46.1 µM), inactives show at the top dose activity, negative = inhibition, usual class: inhibitors; 410,000 tested, 1.2% active; HepG2 CAGA-GFP TGF-b/SMAD3 reporter, GFP fluorescence, 18 h; TGF-beta stimulated, 500 pg/mL final; also: potency is read from the fitted curve at half-maximal effect; % is scaled to controls: 0 for no effect and ±100 for the full control effect; nearly all actives have a fitted effect of over 65% in size
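Inhibition was scored as loss of TGF-beta-induced (500 pg/mL final, 18 hours, 37 degrees C) GFP in HEPG2 cells carrying a CAGA-GFP reporter, in DMEM with 1% FBS. Well GFP was summed per cell; Activity was normalised to unstimulated and stimulated DMSO wells, then concentration-response fitting.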
Nrf2 block = Nrf2 qHTS screen for inhibitors | A549 ARE-Fluc reporter, luciferase luminescence, 18-24 h | Potency, µM (titrated, usually from 46 µM), inactives show at the top dose activity change, negative = inhibition, actives largely listed as inhibitors | 360,000 tested, 2.1% active; also: potency is read from the fitted curve at half-maximal effect; % is scaled to controls: 0 for no effect and ±100 for the full control effect; nearly all actives have a fitted effect of over 60% in size
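A549 ARE_Fluc cells, 5000/well, 5% FBS OPTI-MEM; compounds in dose-response, 18-24 h at 37 °C/5% CO2; CellTiter-Fluor viability read (Ex 405/Em 525), then BugLite luciferase luminescence = Nrf2 activity.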
MmCpn inh = Inhibitors of TCP-1 ring complex (TRiC) of Methanococcus maripaludis (MmCpn): qHTS. purified Mm-Cpn ATPase, ADP Transcreener TR-FRET. Chaperonin Mm-Cpn (Methanococcus maripaludis). AID 504842, 2011. Potency, µM (series often up to 76.9 µM), inactives show at the top dose activity, negative = inhibition, usual class: inhibitors. 330,000 tested, 0.031% active; also: potency is read from the fitted curve at half-maximal effect; % is scaled to controls: 0 for no effect and ±100 for the full control effect; nearly all actives have a fitted effect of over 80% in size
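Purified archaeal Mm-CPN (25nM final) preincubated 10 min at 37degC with compound, then 10uM ATP for 30 min at 37degC; ADP measured by HTRF Transcreener TR-FRET; buffer 30 mM TRIS pH 7.4, 100mM KCl, 5mM MgCl2, 1mM DTT.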
* = called active by the depositor; & = joins results of further samples. Unless noted, calls follow the shape of the dose curve; as a rule, active = well fitted curve in the direction sought with a large enough effect; inconclusive = small, poorly fitted or top-dose-only effect, or another doubt; inactive = no such curve, though single readings can be large; an effect the other way counts as inactive or inconclusive.

The first three entries (preview)
COc1ccc2c3c([nH]c2c1)C1CC2C(CC(O)C(OC)C2C(=O)O)CN1CC3 (centres undefined) was read as Nrf2 ARE act 0.3%, A549 viability 3%, CCT modulator -14, S2 tox inactive, HepG2 viability -6%, pAkt inh inactive, TGFb SMAD3 inh 21%, Nrf2 block 0% and MmCpn inh -3%.
Screening CCCn1c(CN2CCN(C(=O)OCC)CC2)nc2cc(NC(=O)C(C)C)ccc21 returned Nrf2 ARE act -0.4%, A549 viability -1%, CCT modulator 1.5, S2 tox inactive, HepG2 viability -11%, pAkt inh inactive, TGFb SMAD3 inh -5%, Nrf2 block 15% and MmCpn inh 3%.
Screening Cc1cccc2cc(CN(C(=O)c3cccc(Cl)c3)c3ccccc3)c(=O)[nH]c12 returned Nrf2 ARE act 0.9%, A549 viability 0%, S2 tox inactive, HepG2 viability 6%, TGFb SMAD3 inh 6% and Nrf2 block 7%.

Main list, from the first entry:
COc1ccc2c3c([nH]c2c1)C1CC2C(CC(O)C(OC)C2C(=O)O)CN1CC3 (centres undefined) was read as Nrf2 ARE act 0.3%, A549 viability 3%, CCT modulator -14, S2 tox inactive, HepG2 viability -6%, pAkt inh inactive, TGFb SMAD3 inh 21%, Nrf2 block 0% and MmCpn inh -3%.
Screening CCCn1c(CN2CCN(C(=O)OCC)CC2)nc2cc(NC(=O)C(C)C)ccc21 returned Nrf2 ARE act -0.4%, A549 viability -1%, CCT modulator 1.5, S2 tox inactive, HepG2 viability -11%, pAkt inh inactive, TGFb SMAD3 inh -5%, Nrf2 block 15% and MmCpn inh 3%.
Screening Cc1cccc2cc(CN(C(=O)c3cccc(Cl)c3)c3ccccc3)c(=O)[nH]c12 returned Nrf2 ARE act 0.9%, A549 viability 0%, S2 tox inactive, HepG2 viability 6%, TGFb SMAD3 inh 6% and Nrf2 block 7%.
Screening N#Cc1ccccc1OCC(O)CS(=O)(=O)c1ccccc1 (centres undefined) returned Nrf2 ARE act 0.0%, A549 viability 16%, CCT modulator -1.5, S2 tox inactive, HepG2 viability 1%, pAkt inh inactive, TGFb SMAD3 inh 29%, Nrf2 block -21% and MmCpn inh 1%.
For O=C(CCn1c(=O)c2cccn2c2ccc(F)cc21)NCCc1ccccc1 the results were Nrf2 ARE act -0.7%&6.5%, A549 viability -4%&3%, CCT modulator 2.5, S2 tox inactive, HepG2 viability 4%&-17%, pAkt inh inactive, TGFb SMAD3 inh inconclusive, Nrf2 block inconclusive and MmCpn inh -6%.
`Cn1cncc1C(=O)c1ccccc1` gave Nrf2 ARE act -0.2%, A549 viability 2%, CCT modulator -0.7, S2 tox inactive, HepG2 viability -9%, pAkt inh inactive, TGFb SMAD3 inh -10%, Nrf2 block -10% and MmCpn inh -3%.
Screening COCCCn1c(C)nc2c(c1=O)c1nc3ccccc3nc1n2CCc1ccccc1 returned Nrf2 ARE act -0.6%, A549 viability -11%, CCT modulator -3.5, S2 tox inactive, HepG2 viability -1%, pAkt inh inactive, TGFb SMAD3 inh -3%, Nrf2 block 8.2µM* and MmCpn inh 1%.
For N#Cc1ccc(S(=O)(=O)N2CCC(N3CCCCC3)CC2)cc1 the results were Nrf2 ARE act -0.2%, A549 viability 17%, CCT modulator -1.6, S2 tox inactive, HepG2 viability 2%, pAkt inh inactive, TGFb SMAD3 inh -2%, Nrf2 block 3% and MmCpn inh 0%.
Screening COC(=O)c1ccc(C(=O)OC)c(NC(=O)CSc2nc(-c3ccco3)cc(C(F)(F)F)n2)c1 returned Nrf2 ARE act -0.4%, A549 viability -4%, CCT modulator -1.2, S2 tox inactive, HepG2 viability 3%, pAkt inh inactive, TGFb SMAD3 inh -6% and Nrf2 block 25%.
For O=C(N/N=C/c1cc(Br)c(O)c(Br)c1O)c1ccc2c(c1)OCCO2 the results were Nrf2 ARE act 0.4%, A549 viability -6%, CCT modulator 0.3, S2 tox inactive, HepG2 viability -4%, pAkt inh inactive, TGFb SMAD3 inh -27%, Nrf2 block inconclusive and MmCpn inh -4%.
Cc1ccc(S(=O)(=O)Nc2c(NC3CCCCC3)c3ccccc3oc2=O)c(C)c1 was read as Nrf2 ARE act 3.5%, A549 viability -7%, CCT modulator -1.7, S2 tox inactive, HepG2 viability -1%, pAkt inh inactive, TGFb SMAD3 inh inconclusive, Nrf2 block inconclusive and MmCpn inh -1%.
Screening COc1ccc(S(=O)(=O)Nc2ccc3c(c2)C(=O)N([C@H](C)CO)C[C@H](C)[C@H](CN(C)Cc2ccc(C(=O)O)cc2)O3)cc1 returned Nrf2 ARE act -1.0%, A549 viability -1%, CCT modulator 0.0, S2 tox inactive, HepG2 viability 0%, pAkt inh inactive, TGFb SMAD3 inh 1%, Nrf2 block -9% and MmCpn inh 0%.
Screening Cc1ccc2nc(NCCCO)nc(-c3ccccc3)c2c1 returned Nrf2 ARE act 2.5%, A549 viability -3%, CCT modulator -1.3, S2 tox inactive, HepG2 viability -23%, pAkt inh inactive, TGFb SMAD3 inh 4%, Nrf2 block inconclusive and MmCpn inh 0%.
For CCOC(=O)c1c(C)c(C(=O)NCc2cccnc2)c(C)n1CC the results were Nrf2 ARE act 0.3%, A549 viability 4%, CCT modulator -0.5, S2 tox inactive, HepG2 viability 4%, pAkt inh inactive, TGFb SMAD3 inh -6% and MmCpn inh 5%.
Screening CC1=C(C(=O)OCc2ccccc2)C(c2ccc(C(F)(F)F)cc2)NC(=O)N1CCCCCC(=O)O (centres undefined) returned Nrf2 ARE act -0.1%, A549 viability 2%, CCT modulator -1.7, S2 tox inactive, HepG2 viability -4%, pAkt inh inactive, TGFb SMAD3 inh -1%, Nrf2 block -20% and MmCpn inh -3%.
For CCOC(=O)C1=C(C)Nc2nc(SCC)[nH]c(=O)c2C1c1ccncc1 (centres undefined) the results were Nrf2 ARE act -0.4%, A549 viability 8%, CCT modulator 2.3, S2 tox inactive, HepG2 viability -2%, pAkt inh inactive, TGFb SMAD3 inh 15%, Nrf2 block -3% and MmCpn inh -2%.
Screening COc1cccc(Nc2nnc(SCC3CCCCO3)s2)c1 (centres undefined) returned Nrf2 ARE act 3.7%, A549 viability -4%, CCT modulator 0.4, S2 tox inactive, HepG2 viability -19%, pAkt inh inactive, TGFb SMAD3 inh -2%, Nrf2 block -3% and MmCpn inh 2%.
Cc1ccsc1-c1nc(CN2CCN(C)C(=O)[C@@H]2C)c(C)o1 was read as Nrf2 ARE act 0.0%, A549 viability 4%, CCT modulator -7.0, S2 tox inactive, HepG2 viability -2%, pAkt inh inactive, TGFb SMAD3 inh -7%, Nrf2 block -17% and MmCpn inh 1%.
`CCC(C)NC(=O)C1CCC(=O)N1Cc1ccc(C)cc1` (centres undefined) gave Nrf2 ARE act 2.2%, A549 viability -7%, CCT modulator 2.2, S2 tox inconclusive, HepG2 viability 4%, pAkt inh inactive, TGFb SMAD3 inh 21%, Nrf2 block 14% and MmCpn inh 0%.
`Cc1ccc(C)c(N2CCN(C(=O)C3CCN(C(=O)c4cc5sccc5n4C)CC3)CC2)c1` gave Nrf2 ARE act 0.3%, A549 viability inconclusive, HepG2 viability -19%, TGFb SMAD3 inh 10µM* and Nrf2 block 21µM*.
O=c1oc2c(CN3CCOCC3)c(O)c(Cl)cc2c2c1CCCC2 was read as Nrf2 ARE act 8.1%, A549 viability 10%, CCT modulator -1.8, S2 tox inactive, HepG2 viability 0%, pAkt inh inactive, TGFb SMAD3 inh 29%, Nrf2 block -10% and MmCpn inh -5%.
For NC(=O)c1cc(-c2ccccc2)nc(N2CCOCC2)n1 the results were Nrf2 ARE act 4.6%, A549 viability 2%, CCT modulator -1.3, S2 tox inactive, HepG2 viability -56%, pAkt inh inactive, TGFb SMAD3 inh 11% and MmCpn inh 0%.
Screening COc1ccc(-c2ccc(CN3C(C(C)C)C(=O)N(Cc4cn(CC5CCCCC5)nn4)CCS3(=O)=O)cc2)cc1 (centres undefined) returned Nrf2 ARE act 0.1%, CCT modulator -3.3, S2 tox inactive, HepG2 viability -9%, pAkt inh inactive and TGFb SMAD3 inh inconclusive.
Screening C=CCN(CC(=O)NC1CC1)S(=O)(=O)c1cccc(C(F)(F)F)c1 returned Nrf2 ARE act -0.1%, A549 viability 2%, CCT modulator 2.7, S2 tox inactive, HepG2 viability -2%, pAkt inh inactive, TGFb SMAD3 inh -7%, Nrf2 block -2% and MmCpn inh -2%.
O=C(c1cc(-c2ccc(Cl)cc2)on1)N(Cc1ccc(F)cc1)Cc1ccco1 was read as Nrf2 ARE act 0.0%, A549 viability 0%, S2 tox inactive, HepG2 viability -1%, TGFb SMAD3 inh inconclusive and Nrf2 block 1%.
`Cc1ccc(Sc2cc(C(F)(F)F)nc(N(C)C)n2)cc1` gave Nrf2 ARE act 0.0%, A549 viability -4%, CCT modulator -1.6, S2 tox inactive, HepG2 viability -19%, pAkt inh inactive, TGFb SMAD3 inh 0%, Nrf2 block -1% and MmCpn inh 1%.
Screening Cc1cccc(-c2cc(C(=O)Nc3ccc4c(c3)OCCO4)c3ccccc3n2)c1 returned Nrf2 ARE act 0.4%, A549 viability -8%, CCT modulator -2.4, S2 tox inactive, HepG2 viability -24%, pAkt inh inactive, TGFb SMAD3 inh 0% and MmCpn inh 0%.
